Assay outcomes (PubChem)
CCT modulator: cytosolic chaperonin activity modulation; purified chaperonin ATPase assay, HTRF ADP detection, 30 min; activity change, % (test concentration not listed), hits read low; 360,000 tested, 0.3% active; AID 651819; in the data active = activity change below about -30%; note: % is set by controls: 0 for no effect and ±100 for the full control effect
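TRiC at 40 or 20 nM final (batch-dependent) in 30 mM Tris pH 7.4, 100 mM KCl, 5 mM MgCl2, 1 mM DTT, with compound at single 76 uM and 10 uM ATP, 30 min at 37 deg C. ADP detected by HTRF Transcreener, 665/615 ratio.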
PI5P4Ka inh: PI5P4K alpha (human) kinase inhibition | max response, % | AID 652105 | 330,000 tested, 1.2% active | PI5P4Kalpha enzyme, ADP-Glo luminescence, 60 min; stronger effect = lower value | P48426; active = max response of -50% or lower; inconclusive = between -30% and -50%; inactive = -30% or higher; note: value at the top dose of about 77 µM; % is set by controls: 0 for no effect and ±100 for the full control effect
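qHTS, 1536-well: enzyme/substrate mix, compound by pin tool, 5 microM ATP final; RT 60 min; ADP-Glo reagents 1 (45 min) then 2 (30 min); luminescence.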
WRN inhibitor: blocks human WRN helicase. Q14191. WRN helicase unwinding, fluorescent forked duplex, kinetic. Potency, µM (highest dose often 114 µM), inactives show top-dose activity change, negative = inhibition, actives largely listed as inhibitors. 360,000 tested, 0.46% active; note: potency is the fitted concentration of half-maximal effect; % is set by controls: 0 for no effect and ±100 for the full control effect; nearly all actives have a fitted effect of over 55% in size
Target sequence (Q14191 whole entry, looked up): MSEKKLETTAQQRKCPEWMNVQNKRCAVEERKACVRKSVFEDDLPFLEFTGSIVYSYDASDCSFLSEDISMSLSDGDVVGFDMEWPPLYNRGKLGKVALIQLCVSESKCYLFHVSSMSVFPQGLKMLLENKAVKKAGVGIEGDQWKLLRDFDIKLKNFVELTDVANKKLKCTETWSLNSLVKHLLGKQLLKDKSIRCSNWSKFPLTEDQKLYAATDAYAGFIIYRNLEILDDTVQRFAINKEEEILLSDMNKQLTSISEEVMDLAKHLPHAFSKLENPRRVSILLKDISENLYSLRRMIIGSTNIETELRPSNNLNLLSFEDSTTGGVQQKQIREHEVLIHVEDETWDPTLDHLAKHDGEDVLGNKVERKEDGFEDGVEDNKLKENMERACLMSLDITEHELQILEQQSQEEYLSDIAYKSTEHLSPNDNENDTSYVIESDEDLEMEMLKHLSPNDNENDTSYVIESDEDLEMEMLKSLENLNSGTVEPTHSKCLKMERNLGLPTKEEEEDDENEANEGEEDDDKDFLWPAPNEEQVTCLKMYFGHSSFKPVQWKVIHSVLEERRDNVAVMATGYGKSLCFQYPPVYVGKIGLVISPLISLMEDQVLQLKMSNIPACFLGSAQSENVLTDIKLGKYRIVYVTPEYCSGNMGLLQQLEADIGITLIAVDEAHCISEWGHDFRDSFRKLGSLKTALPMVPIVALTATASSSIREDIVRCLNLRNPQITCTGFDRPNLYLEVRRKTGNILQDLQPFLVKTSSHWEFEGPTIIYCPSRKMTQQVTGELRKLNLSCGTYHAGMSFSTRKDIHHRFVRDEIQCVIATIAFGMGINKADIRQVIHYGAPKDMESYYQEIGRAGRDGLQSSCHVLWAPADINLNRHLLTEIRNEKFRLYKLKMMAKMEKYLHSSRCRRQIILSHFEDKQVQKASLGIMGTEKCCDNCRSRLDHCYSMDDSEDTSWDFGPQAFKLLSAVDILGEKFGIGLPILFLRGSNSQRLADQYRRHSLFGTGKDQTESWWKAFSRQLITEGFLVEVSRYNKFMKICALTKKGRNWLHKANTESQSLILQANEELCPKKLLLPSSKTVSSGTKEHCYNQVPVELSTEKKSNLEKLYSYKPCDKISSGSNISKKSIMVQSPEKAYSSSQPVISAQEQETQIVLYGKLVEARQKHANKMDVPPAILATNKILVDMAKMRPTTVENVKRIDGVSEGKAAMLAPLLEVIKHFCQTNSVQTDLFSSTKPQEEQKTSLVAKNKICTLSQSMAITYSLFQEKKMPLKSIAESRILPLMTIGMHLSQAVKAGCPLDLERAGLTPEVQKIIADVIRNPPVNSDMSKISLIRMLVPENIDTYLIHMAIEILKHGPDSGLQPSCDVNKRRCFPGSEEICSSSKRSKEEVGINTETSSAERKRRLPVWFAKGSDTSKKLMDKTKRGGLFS
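WRN at 20 nM final preincubated with compound 15 min at room temperature; reaction started with 100 nM fluorophore/quencher forked duplex oligonucleotide and 2 mM ATP final. Unwinding followed kinetically by red fluorescence (ex 525, em 598 nm).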
IL-2 act: IL-2 activation; IL-2 activation reporter assay, cell-based qHTS; stimulated with anti-CD3/CD4/CD28 beads; in transgenic mouse T cells; activation, % (series mostly up to about 46 µM); 360,000 tested, 0.065% active; AID 652025; in the data active = activation above about 50%; inconclusive = mostly about 30% to 49%; note: 0% is about no effect
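Readout: EGFP and DsRed signals by fluorescent plate cytometry. Unstimulated transgenic mouse T cells received compound 60 min before antibody-bead stimulation, then incubated 18 h at 37 degrees C.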
EPAC2 agonist: agonists of human EPAC2 (RAPGEF4); Q8WZA2; EPAC2 activation, biochemical qHTS; response scale: 100% = 6.5 mM cAMP response; Potency, µM (highest dose often 154 µM), inactives show top-dose activation, usual class: activators; 360,000 tested, 0.079% active; AID 720711; note: potency is the fitted concentration of half-maximal effect; nearly all actives have a fitted effect of over 50% in size
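Each well held 100 nM EPAC2, 250 nM RAP1B-BODIPY-GDP and 50 uM GDP. Fluorescence, read at 5-min intervals to 30 min, was referenced to a 6.5 mM cAMP positive control.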
EPAC1 ag: EPAC1 (human) agonism; 360,000 tested, 0.073% active; EPAC1 agonist qHTS, biochemical assay; response scale: 100% = response to 6.5 mM cAMP; Potency, µM (series often up to 154 µM), for inactives: top-dose activation, actives largely listed as activators; O95398; AID 720707; note: potency is the fitted concentration of half-maximal effect; nearly all actives have a fitted effect of over 60% in size
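Nucleotide exchange by EPAC1 (100 nM) on Rap1B–BODIPY-GDP (250 nM) in the presence of 50 uM GDP is tracked fluorescently at 480/540 nm over 30 min. Signals are normalized to a 6.5 mM cAMP control.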
PLK1 PBD inh: PLK1 (human) polo-box domain binding inhibition | P53350 | Plk1 PBD binding of FITC phosphopeptide, fluorescence polarization | Potency, µM, for inactives: max response, negative = inhibition, hits mostly inhibitors | 360,000 tested, 2.8% active | AID 720504; note: potency is the fitted concentration of half-maximal effect; series mostly up to about 57 µM; % is set by controls: 0 for no effect and ±100 for the full control effect; nearly all actives have a fitted effect of over 65% in size
EPAC1 antagonist: antagonists of human EPAC1. EPAC1 GEF assay, Rap1b-BODIPY-GDP exchange fluorescence. Potency, µM (highest dose often 115 µM), inactives show at the top dose activity change, negative = inhibition, actives largely listed as inhibitors. 360,000 tested, 0.14% active. O95398. AID 720709;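 note: potency is the fitted concentration of half-maximal effect; plate controls were vehicle for no effect and positive control for full effect; nearly all actives have a fitted effect of over 50% in size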
Starred values were filed as active, the others as inactive; ? = inconclusive; . = no result given. Unless noted, calls come from the whole dose curve; as a rule, active = well fitted curve in the direction sought with a large enough effect; inconclusive = small, poorly fitted or top-dose-only effect, or another doubt; inactive = no such curve, though single readings can be large; an effect the other way counts as inactive or inconclusive. This is a subset; count on the stated rates, not on these rows.

Sample of the layout:
nr	mol	CCT modulator	PI5P4Ka inh	WRN inhibitor	IL-2 act	EPAC2 agonist	EPAC1 ag	PLK1 PBD inh	EPAC1 antagonist
1	COc1ccc(OC)c(C(O)c2ncc(-c3cccc4ccccc34)[nH]2)c1 (configuration not stated)	1.9	-3	-1%	0.1	9%	-3%	4%	-1%
2	Cc1cccc(-n2nc3c(c2NC(=O)c2ccc(Br)o2)CSC3)c1C	-0.2	.	-5%	-1.4	-5%	-3%	-4%	0%
3	Cc1ccc(NC(=O)c2ccc(Cl)c(S(=O)(=O)N3CCCCC3)c2)nc1	-0.4	-9	2%	-0.2	19%	9%	-12%	5%
4	CN(CC(=O)Nc1ccc(Cl)cc1)C(=O)c1cccc(S(=O)(=O)NCc2ccccc2)c1	-1.3	10	-24%	-0.8	0%	-3%	-1%	-25%
5	Cc1[nH]c2ccccc2c1C(=O)/C=C\c1ccccc1Cl	-3.7	27	-23%	3.0	8%	12%	-7%	-11%
6	O=C(CN(CC1CCCO1)C(=O)CNS(=O)(=O)c1ccc(Cl)cc1)NCc1ccco1 (configuration not stated)	-46*	-8	11%	-3.9	11%	9%	-9%	-7%
7	C[C@@]12CCC=C[C@H]1[C@H](c1ccccc1Br)N(Cc1ccccc1)C2=O	0.0	-4	-3%	-0.5	-6%	-10%	-20%	-6%

This part in full, previewed entries included:
nr	mol	CCT modulator	PI5P4Ka inh	WRN inhibitor	IL-2 act	EPAC2 agonist	EPAC1 ag	PLK1 PBD inh	EPAC1 antagonist
1	COc1ccc(OC)c(C(O)c2ncc(-c3cccc4ccccc34)[nH]2)c1 (configuration not stated)	1.9	-3	-1%	0.1	9%	-3%	4%	-1%
2	Cc1cccc(-n2nc3c(c2NC(=O)c2ccc(Br)o2)CSC3)c1C	-0.2	.	-5%	-1.4	-5%	-3%	-4%	0%
3	Cc1ccc(NC(=O)c2ccc(Cl)c(S(=O)(=O)N3CCCCC3)c2)nc1	-0.4	-9	2%	-0.2	19%	9%	-12%	5%
4	CN(CC(=O)Nc1ccc(Cl)cc1)C(=O)c1cccc(S(=O)(=O)NCc2ccccc2)c1	-1.3	10	-24%	-0.8	0%	-3%	-1%	-25%
5	Cc1[nH]c2ccccc2c1C(=O)/C=C\c1ccccc1Cl	-3.7	27	-23%	3.0	8%	12%	-7%	-11%
6	O=C(CN(CC1CCCO1)C(=O)CNS(=O)(=O)c1ccc(Cl)cc1)NCc1ccco1 (configuration not stated)	-46*	-8	11%	-3.9	11%	9%	-9%	-7%
7	C[C@@]12CCC=C[C@H]1[C@H](c1ccccc1Br)N(Cc1ccccc1)C2=O	0.0	-4	-3%	-0.5	-6%	-10%	-20%	-6%
8	Cc1cccc(C)c1Nc1c(-c2ccccc2O)nc2ncccn12	1.3	16	-12%	-1.1	6%	6%	0%	-17%
9	Cc1ccc(S(=O)(=O)C2(C(=O)NCc3ccc4c(c3)OCO4)CC2)cc1	-0.1	-1	-2%	2.9	13%	-5%	-6%	-7%
10	CN(C)C(=O)CCc1ccc2c3c([nH]c2c1)[C@]1(CCc2ccccc2)[C@@H](C(=O)N2CCCCC2)C[C@H](CC(=O)NCCc2ccccn2)C(=O)N1CC3	1.3	0	-9%	0.0	4%	15%	-4%	-7%
11	O=C(NC1CCS(=O)(=O)C1)c1ccc(Br)s1 (configuration not stated)	-1.0	-5	-11%	-0.2	1%	-6%	-4%	3%
12	CC1CC(C)CN(S(=O)(=O)c2cc3c(cc2Cl)NC(=O)CO3)C1 (configuration not stated)	-3.3	0	-2%	1.7	-1%	-6%	-3%	-9%
13	CCC(=O)NC(=S)Nc1ccc(NC(=O)COc2ccc(Cl)cc2Cl)cc1	1.6	-2	-4%	-0.2	-5%	-18%	-19%	-1%
14	COc1cc2ccccc2cc1C(=O)Nc1cc(C)ccn1	0.5	10	-4%	-1.4	1%	-8%	-2%	-15%
15	CCOc1ccccc1N1CCN(c2nc3ccccc3nc2C(C#N)C(=O)OC(C)C)CC1 (configuration not stated)	-0.3	1	2%	-3.3	-4%	9%	-17%	1%
16	Cc1ccc(N2C(=O)CC(n3nc(C)cc3C)C2=O)cc1 (configuration not stated)	-5.0	.	-5%	1.6	9%	7%	-9%	13%
17	COc1ccc([C@@H]2[C@@H]3C(=O)N(C(C)(C)C)C(=O)[C@@H]3[C@]3(CC(C)C)C(=O)N(c4cccc(Br)c4)C(=O)N23)cc1	0.2	6	3%	-0.2	0%	-4%	-12%	-4%
18	COc1c(Cl)cc(Cl)cc1C(=O)Nc1ccc(CN2CCOCC2)cc1	-2.3	0	5%	1.0	18%	17%	-6%	-4%
19	Cc1ccc(-n2c(Cn3nc(C(F)F)cc3C(F)F)n[nH]c2=S)cc1	0.0	.	-3%	0.6	-3%	0%	-6%	11%
20	CCCCNC(=O)CCn1c(=O)c2ccccc2n(CC(=O)N2CC(C)CC(C)C2)c1=O (configuration not stated)	-0.1	-3	-6%	-2.6	2%	-5%	-1%	-19%
21	CC1(C)C(=O)OC(C(=O)c2ccccc2)C2(CCCCC2)C1=O (configuration not stated)	-0.2	-3	-16%	-0.1	1%	-4%	-5%	-25%
22	O=C(O)Cc1c(C(=O)O)nnn1-c1cccc(C(F)(F)F)c1	0.1	0	-6%	0.8	-1%	7%	-10%	1%
23	N#CCCN(Cc1cccnc1)C(=O)c1ccc(S(=O)(=O)N2CCOCC2)cc1	0.8	-6	0%	-0.5	-3%	-11%	-20%	-18%
24	O=C(COc1ccccc1[N+](=O)[O-])N1CCN(S(=O)(=O)c2ccccc2)CC1	-1.4	-5	2%	0.7	7%	6%	-13%	4%
25	O=C(NC1CCS(=O)(=O)C1)/C(=C\c1ccco1)NC(=O)c1ccccc1 (configuration not stated)	0.4	3	7%	2.3	7%	11%	-9%	11%
26	COc1ccccc1NC(c1cccnc1)c1ccc2cccnc2c1O (configuration not stated)	0.1	?	?	-0.9	-12%	-2%	3µM*	-8%
27	Cc1cc(C=O)c(C)n1-c1ccc(N2CCCCC2)c([N+](=O)[O-])c1	0.6	-4	4%	-0.3	16%	4%	-3%	-5%
28	Cc1nc2ccccc2c(=O)n1NC(=O)c1ccc([N+](=O)[O-])cc1	-2.1	2	-9%	1.4	19%	4%	?	-4%
29	COC(=O)CSc1nc(-c2cccs2)ccc1C#N	-0.5	.	-15%	-1.7	7%	11%	?	4%
30	COc1ccc(CNC(=O)COC(=O)Cc2ccc(Br)cc2)cc1	-0.6	5	4%	-0.5	11%	-1%	-3%	-8%
31	COc1ccccc1C(=O)NCCC(=O)NCC(c1ccc(F)cc1)N1CCOCC1 (configuration not stated)	1.6	5	-7%	-1.0	4%	4%	-2%	-28%
32	O=C(COC(=O)Cc1ccccc1[N+](=O)[O-])NCc1ccc(F)cc1	-2.0	-5	-1%	0.1	1%	-5%	-23%	-7%
33	CCOc1cc(NC(=S)Nc2ccccc2OC)c(OCC)cc1NC(=O)c1ccccc1C	0.7	1	-6%	-0.9	15%	14%	0%	1%
34	Cc1ccc(S(=O)(=O)c2c(C(=O)c3ccccc3)cnc3cc4c(cc23)OCCO4)cc1	-5.5	14	-5%	-0.3	4%	6%	0%	4%
35	CCCC(=O)Nc1ccc(C(=O)NCC(=O)OCC)cc1	-3.4	3	-3%	6.0	-9%	-10%	-3%	17%
36	CC1CCCCC1NC(=O)COc1ccc(C#N)cc1 (configuration not stated)	-1.1	-5	-31%	1.3	6%	4%	-2%	-4%
37	O=C(COC(=O)c1ccc(NS(=O)(=O)c2cccs2)cc1O)Nc1ccc(F)cc1	1.8	?	-16%	3.2	4%	3%	-9%	-23%
38	COc1ccc(S(=O)(=O)NC(=O)C2(C)CCN2C(=O)COc2ccc(Cl)cc2)cc1 (configuration not stated)	-1.3	-2	7%	1.4	-2%	1%	-3%	-10%
39	Cc1ccccc1-n1nc2c(c1NC(=O)c1ccc(Br)o1)CSC2	-0.3	?	-29%	1.3	-6%	-17%	-27%	?
40	O=c1cc(N2CCOCC2)[nH]c(=O)n1-c1ccc(Br)cc1	-2.3	-6	9%	-3.4	12%	-2%	-17%	-4%
41	O=[N+]([O-])c1ccccc1S(=O)(=O)N(CC1CO1)c1ccccc1 (configuration not stated)	0.0	5	-3%	-1.5	-2%	-4%	2%	5%
42	CC(C)(O)C#Cc1ccc(C(=O)N2CCN(c3ccccc3)CC2)cc1	2.6	-1	-1%	-0.1	7%	-8%	-2%	-10%
43	COc1ccc(C(CC(=O)O)NC(=O)c2cccs2)cc1 (configuration not stated)	-2.1	-1	-9%	-2.4	-1%	3%	-6%	-18%
44	Cc1cc(C)cc(C(O)c2ncc(-c3cccc(C(F)(F)F)c3)[nH]2)c1 (configuration not stated)	-2.6	14	-3%	-0.5	-10%	-12%	1%	-15%
45	CC1Cc2nc(SCC(=O)Nc3nccs3)n(Cc3ccccc3)c(=O)c2S1 (configuration not stated)	-0.7	-3	8%	-4.5	10%	3%	-13%	-4%
46	O=C(O)CN1C(=O)/C(=C\c2cc(Br)ccc2OCc2ccc(Cl)cc2)SC1=S	1.3	?	56µM*	0.8	-2%	-2%	8.4µM*	?
47	CC[C@]12CCCN3CCc4c(n(c5ccccc45)C(=O)C1)[C@@H]32	0.1	-7	-5%	-0.5	-3%	-14%	-3%	9%
48	Cc1cc(Cl)ccc1OCC(=O)Nc1ccccc1N1CCOCC1	-1.4	5	-9%	-2.0	2%	10%	-1%	-30%
49	CC1=C(C(=O)Nc2ccccc2)C(c2ccco2)C(C#N)=C(SCC(=O)Nc2cccc(C)c2C)N1 (configuration not stated)	0.4	.	-13%	-2.6	19%	11%	-7%	-16%
50	CCCCNC(=O)COC(=O)CCC(=O)c1cccs1	1.1	2	4%	-3.9	7%	-1%	-6%	11%
51	COc1ccccc1C(=O)NCc1n[nH]c(=S)n1Cc1ccccc1	-1.1	4	6%	-1.8	1%	-7%	3%	-6%
52	COc1ccc(-c2cc(C(=O)N3CCN(c4ncccn4)CC3)c3ccccc3n2)cc1OC	-60*	-6	-4%	-0.8	11%	-12%	-1%	-15%
53	CC1CC(C)CN(C(=O)C2CCN(S(=O)(=O)c3c(Cl)cccc3Cl)CC2)C1 (configuration not stated)	-1.5	3	7%	-3.9	-3%	-2%	-3%	4%
54	O=C(COC(=O)c1ccc[nH]c1=O)NCCc1ccc(F)cc1	-1.1	-3	-32%	-1.7	9%	0%	-8%	-7%
55	CCc1nnc(NC(=O)C(NS(=O)(=O)c2ccccc2)C(C)C)s1 (configuration not stated)	-1.3	-7	5%	-0.1	0%	0%	-8%	-11%
